# KCNQ2 inh = KCNQ2 potassium channel inhibitors, primary screen, cell-based, CHO-K1, FluxOR thallium flux, B-score (AID 2156); 310,000 compounds, 1.1% hits; B-score at 10 µM; Potassium voltage-gated channel subfamily KQT member 2 (Rattus norvegicus), O88943; 20 min; hits give low values;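 active = fluorescence ratio B-score at most minus 3 library SDs, with starting brightness B-score within 2 library SDs, cut at about -5.5 in these data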
# Kir21 block = inhibitors of mouse Kir2.1 inward-rectifier potassium channel; HEK293-Kir2.1, FluxOR thallium flux fluorescence; hits give low values; B-score at 10 µM; 310,000 compounds, 0.85% hits;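 active = fluorescence ratio B-score at or below minus 3 SD of library scores, with starting-brightness B-score within 2 SD, cut at about -4.2 in these data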;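 note: channel flux triggered by added potassium and thallium sulfate stimulus; B-score of peak minus minimum fluorescence over baseline after thallium stimulus; more negative B-score means stronger Kir2.1 block with less thallium influx; some compounds called inactive have numbers as strong as hits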
# Target sequence (P35561 whole entry, looked up): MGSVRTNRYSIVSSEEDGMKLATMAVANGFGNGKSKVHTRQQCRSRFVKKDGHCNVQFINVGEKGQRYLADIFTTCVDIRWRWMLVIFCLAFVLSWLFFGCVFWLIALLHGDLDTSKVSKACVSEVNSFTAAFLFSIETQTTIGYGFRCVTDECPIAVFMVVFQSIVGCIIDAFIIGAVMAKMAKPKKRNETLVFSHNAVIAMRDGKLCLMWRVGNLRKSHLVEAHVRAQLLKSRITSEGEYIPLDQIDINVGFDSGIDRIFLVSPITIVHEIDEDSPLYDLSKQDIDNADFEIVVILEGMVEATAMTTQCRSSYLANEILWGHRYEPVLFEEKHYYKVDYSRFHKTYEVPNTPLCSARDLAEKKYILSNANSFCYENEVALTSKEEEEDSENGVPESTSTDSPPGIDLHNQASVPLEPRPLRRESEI
# An asterisk follows results filed as active; i = inactive; & = joins results of further samples.
compound | Kir21 block | KCNQ2 inh
COc1cccc(C2CC(C(F)(F)F)n3nc(C(=O)NCc4cccnc4)cc3N2)c1 (stereo unspecified) | -1.21 | i
COc1ccc(CNC(=O)c2cccnc2Sc2ccc(C)c(C)c2)cc1 | -0.62 | i
CCCNC(=O)N1CCC(C(=O)c2ccc(F)cc2)CC1 | 0.65 | i
Cc1ccccc1S(=O)(=O)Cc1ccc(C(=O)N2CCN(c3ncccn3)CC2)o1 | -0.79 | i
Cc1cc(C)c2nc(N3CCC(C(=O)NCCCN4CCCC4=O)CC3)sc2c1 | 0.45 | i
Cc1ccc(S(=O)(=O)n2c(=O)oc3ccccc32)cc1 | -0.69 | i
CCOCCNC(=O)c1ccccc1C(=O)NCCOCC | -0.03 | i
Cc1cccc(C(=O)N[C@H](C(=O)Nc2nnc(C3CC3)s2)C(C)C)c1 | -0.67 | i
COc1cccc(/C(O)=C/C(=O)C(=O)Nc2ccc(S(=O)(=O)NC(C)=O)cc2)c1 | -0.02 | i
CCNC(=O)CC1C(=O)N(c2ccc(F)cc2)C(=O)N1Cc1ccc(OC)cc1 (stereo unspecified) | -0.48 | i
COCC(=O)Nc1nc2n(n1)C(c1ccc(Cl)cc1)CC(c1ccc(OC)cc1)N2 (stereo unspecified) | -0.26 | i
CCOc1ccccc1Oc1cn[nH]c1-c1ccc(OCC(=O)NN)cc1O | -1.66 | i
CCNC(=S)N/N=C/c1c(C)nn(-c2cccc(Cl)c2)c1Cl | 0.84 | i
Cc1ccc(N(CC(=O)NCc2ccccc2Cl)S(=O)(=O)c2cccs2)cc1 | 1.28 | i
N#CC1=C2SCC(O)(c3ccccc3)N2C(=O)CC1c1ccccc1 (stereo unspecified) | -1.1 | i
Oc1ccc[n+](CC(O)c2ccccc2)c1 (stereo unspecified) | -0.53 | i
COc1cc(C2CC(=O)c3cnc(N4CCN(Cc5ccccc5)CC4)nc3C2)cc(OC)c1OC (stereo unspecified) | -0.49 | i
Cn1c(=O)c2c(nc(SCC(=O)N3CCc4ccccc4C3)n2C)n(C)c1=O | -0.14 | i
Cc1cccc(OCC(O)Cn2c(NCc3cccnc3)nc3c2c(=O)[nH]c(=O)n3C)c1 (stereo unspecified) | 0.06 | i
Cc1cc(C(=O)CSc2nc3ccccc3n2CCC#N)c(C)n1Cc1cccs1 | -0.78 | i
Cc1cc(/C=N/NC(=O)c2ccncc2)c(C)n1-c1cccc(C(F)(F)F)c1 | 0.42 | i
CCOC(=O)c1c(C)oc2c1c(C=NCCC(=O)O)c(O)c1ccccc12 | -0.05 | i
CCN(CC)C(=O)Oc1ccc(Br)c2ccccc12 | -0.29 | i
CCn1c(SCC(=O)Nc2ccccc2)nnc1-c1ccc(S(=O)(=O)N2CCOCC2)cc1 | -2.15 | i
O=c1nc(SCc2ccc(Cl)cc2)nc(-c2ccccc2)[nH]1 | -1.11 | i
CCOC(=O)C1(Cc2cccc(Cl)c2)CCCN(C(=O)c2occc2C)C1 (stereo unspecified) | -3.16 | i
O=c1[nH]c2ccc(F)cc2[nH]c1=O | -1.39 | i
O=c1[nH]c(-c2ccccc2)c(-c2ccccc2)nc1[N+](=O)[O-] | 1.63 | i
COc1ccc(C2C3=C(Nc4ncnn42)c2ccccc2CCC3)cc1 (stereo unspecified) | 0.13 | i
O=C(c1ccccc1)c1ccccc1C(=O)N1CCN(C(=O)c2ccccc2)CC1 | 0.85 | i
COc1ccc(NC(=O)CCC(=O)OCC(=O)c2ccc(Oc3ccc([N+](=O)[O-])cc3)cc2)cc1 | -0.74 | i
CC1(CCc2ccccc2)NC(=S)N(c2ccccc2)N1 (stereo unspecified) | -0.41 | i
COc1ccc2c(C)cc(SCc3c(C)noc3C)nc2c1 | 0.16 | -10.4*
CCOC(=O)N1CCN(Cc2nc3ccc([N+](=O)[O-])cc3c(=O)n2-c2ccc(OC)cc2OC)CC1 | -0.5 | i
CC(C(=O)NCc1ccccc1)N1C(=O)c2ccccc2C1=O (stereo unspecified) | 1.38 | i
O=C1CCC(C(=O)N2CCCCO2)CN1Cc1cccc(F)c1 (stereo unspecified) | 0.48 | i
CCC(C)Oc1cccc(OCCCCN2C(=O)NC(C)(C)C2=O)c1 (stereo unspecified) | -0.53 | i
COC(=O)C1=C(C)Nc2nc(SCc3ccccc3)[nH]c(=O)c2C1c1cccs1 (stereo unspecified) | -1.11 | i
COc1cccc(NC2SC(=O)N(c3ccccc3)C2=O)c1 (stereo unspecified) | 0.6 | i
CC1CCC(C(C)C)C(OC(=O)Cn2c(-c3ccc(Br)cc3)[n+](C)c3ccccc32)C1 (stereo unspecified) | -14.9* | -5.59*
CC1(C)COC(c2cc([N+](=O)[O-])ccc2Cl)=N1 | -0.06 | i
COC(=O)c1ccc2ccccc2c1OC1OC(CO)C(O)C(O)C1NC(C)=O (stereo unspecified) | 0.91 | i
O=C(COC(=O)CCCN1C(=O)c2ccccc2C1=O)Nc1cc(Cl)cc(Cl)c1 | 1.06 | i
COc1cc(C)ccc1OCc1cc(C(=O)N2C[C@H]3CC[C@H]2C3)no1 | 1.89 | i
O=C(COC(=O)c1cncc(Br)c1)Nc1nnc(-c2ccccc2)o1 | -2.16 | i
C#CCN1C(=O)C(O)(CC(=O)c2ccc3c(c2)OCCO3)c2ccccc21 (stereo unspecified) | -1.34 | i
CC(=O)Oc1ccc(C)cc1N1C(=O)c2ccc(C(=O)O)cc2C1=O | 0.92 | i
Cc1cc2c(cc1S(=O)(=O)N1CCCC1)n(C)c(=O)c(=O)n2C | 1.43 | i
CCC(C)N1CCN(S(=O)(=O)c2ccc(NC(C)=O)cc2)CC1 (stereo unspecified) | 0.89 | i
O=C(COC(=O)C12CC3CC(CC(C3)C1)C2)Nc1ncc(Cl)cc1Cl | 1.42 | i
CC(=O)c1ccc(Sc2ccccc2N)c([N+](=O)[O-])c1 | -0.82 | i
Cc1ccc(S(=O)(=O)Nc2ccccc2C(=O)N2CCCC2)cc1 | -1.03 | i
Cc1ccccc1Nc1c(-c2ccc(N3CCOCC3)cc2)nc2ncccn12 | 2.67 | i
Cc1ccc(S(=O)(=O)Nc2ccc(Cl)cc2)cc1NC(=O)c1cc2c(s1)CCCC2 | 1 | i
CSCC[C@H](NC(=O)OC(C)(C)C)C(=O)NCC1CCC(C(=O)O)CC1 (stereo partly specified) | 0.01 | i
CC1(C)CC(N(Cc2ccccc2)C(=O)Cc2ccccc2)CCO1 (stereo unspecified) | -1.23 | i
CNC(=O)c1c(NC(=O)c2nc3ccccc3s2)sc2c1CCC2 | 0.01 | i
CCN(CC)C(=O)CSc1nc2ccccc2c(=O)n1CCC(=O)NCCc1ccc(OC)c(OC)c1 | -0.05 | i
COc1cccc(-n2cc(CNC(=O)C3CCC(=O)N(C4CC4)C3)cn2)c1 (stereo unspecified) | -0.14 | i
CCOCC(=O)Nc1cccc(OC)c1 | -1.42 | i

# The results go on.
compound | Kir21 block | KCNQ2 inh
CCOc1ccc(CCNC(=O)COC(=O)c2cc(=O)[nH]c3ccccc23)cc1OCC | 0.91 | i
COc1cc(/C=N/NC(=S)NCCN2CCOCC2)ccc1O | -0.07 | i
CCS(=O)(=O)c1ccc2oc(Nc3ccccc3Cl)nc2c1 | 0.05 | i
Cc1cc(C)c2c(CC(=O)Nc3ccc(Cl)cn3)coc2c1 | -0.67 | i
COc1ccccc1C(=O)C1CCCN(C(=O)c2cccc(-n3cccn3)c2)C1 (stereo unspecified) | 0.95 | i
CCOc1cc(C(c2c(C)[nH][nH]c2=O)c2c(C)[nH][nH]c2=O)ccc1O | 0.46 | i
COC(=O)c1ccccc1NC(=O)CSc1nnnn1C1CCCCC1 | 0.68 | i
O=C1CSC(=Nc2ccc(Cl)cc2)N1 | -0.04 | i
CSc1nc(N)c2c(n1)OC(N)=C(C#N)C2c1cccnc1 (stereo unspecified) | 0.03 | i
CCN(C(=O)CSc1nnc(CNc2cccc(OC)c2)n1C1CCCCC1)C1CCS(=O)(=O)C1 (stereo unspecified) | 1.08 | i
c1ccc(-c2nc3ccccc3[nH]2)cc1 | 0.19 | i
CC1CCCN(C(=O)Cn2c(-c3nonc3N)nc3ccccc32)C1 (stereo unspecified) | 1.05 | i
Cc1ccc(C(C(=O)NCc2ccccc2)N(Cc2cccs2)C(=O)c2ccc3c(c2)OCCO3)cc1 (stereo unspecified) | -0.12 | i
O=C(Nc1ccc2nc(SCc3ccc(Cl)cc3)sc2c1)c1ccccc1C(=O)N1CCOCC1 | 0.08 | i
CC(C)(C)c1cc(NC(=O)c2ccc(OC3CCCC3)cc2)no1 | 1.93 | i
Cc1cccc(/C=N/NC(=O)CN2CCCCCCC2)c1 | 0.29 | i
O=C(NCCC1CCCCN1S(=O)(=O)c1ccccc1)C(=O)Nc1ccc(F)cc1 (stereo unspecified) | 0.11 | i
CN1C(=O)/C(=C\C(=O)c2cccs2)c2ccccc21 | 0.56 | i
CCOC(=O)c1sc(NC(C)=O)nc1C | -0.69 | i
O=C(NCc1cccc(Cl)c1)c1ccc2c(c1)OCCO2 | 0.63 | i
Cc1cccc(NC(=O)c2ccc(C(=O)c3ccccc3)o2)c1 | 0.11 | i
CCOC(=O)N1CCN(C(=O)CSc2nnc(Cc3cccn3C)n2CCc2ccccc2)CC1 | -0.8 | i
Cc1ccccc1CSCC(=O)Nc1c(C)n(C)n(-c2ccccc2)c1=O | -1.53 | i
COc1ccc(OC)c(NC(=O)c2ccc(NC3=NC4CS(=O)(=O)CC4S3)cc2)c1 (stereo unspecified) | -0.3 | i
O=c1ccc(-c2ccccc2)nn1Cc1ccc(Cl)cc1 | 1.51 | i
Cc1csc(=O)n1CC(=O)OCC(=O)c1c(N)n(C)c(=O)n(C)c1=O | -1.18 | i
Cc1ccc(CON=C2CCN(c3ncc(C(F)(F)F)cc3Cl)CC2)cc1 | -2.68 | i
CSc1nc2c(cc1C#N)CCC2 | 0.03 | i
Cc1ccccc1OCC(=O)Nc1ccc2c(c1)OCCO2 | -1.82 | i
NC(=O)N/N=C1\c2ccccc2-c2c(C(N)=O)cccc21 | 1.05 | i
CCNc1nc(NC(C)C)nc(N(C#N)CCOc2ccccc2)n1 | 1.52 | i
O=c1cc(C(Cl)(Cl)Cl)oc2c1ccc1ccccc12 | 0.54 | i
CCN(CC)c1ccc(NC(=O)Nc2cccc(C(C)=O)c2)cc1 | -0.05 | i
N#Cc1c(-c2ccco2)nc(NCC2CCCO2)[nH]c1=O (stereo unspecified) | -2.2 | i
O=C(O)C1CCCN(S(=O)(=O)c2cccc3cccnc23)C1 (stereo unspecified) | 1.59 | i
NC(=O)c1ccc(NC(=O)COC(=O)CCc2ccc(S(=O)(=O)N3CCCCC3)cc2)cc1 | 0.07 | i
O=C(Nc1cccnc1)c1noc2c1CCCC2 | -0.97 | i
COc1ccc2c3c1OC1CC(O)C=CC31CCN(C)C2 (stereo unspecified) | 1.09&1.65 | i
Cc1ccc(OC(=O)CCC(=O)Nc2ccc(Br)cc2)cc1 | 0.57 | i
O=C(COC(=O)CCC(=O)c1ccc(Cl)cc1)NC1CC1 | 0.64 | i
O=C1N=C(N2CCCCC2)S/C1=C\c1ccc(Br)cc1 | 1.38 | i
Cc1nn(CC(=O)O)c(C)c1N | -0.49 | i
O=S(=O)(Nc1nc2ccccc2s1)c1cc(F)ccc1F | -0.49 | i
C[C@@]12CCC=C[C@H]1[C@H](c1ccc(/C=C/c3ccccc3)cc1F)N(Cc1ccccc1)C2=O | 1.78 | i
CCOC(=O)c1ccc(S(=O)(=O)NNC(=O)COc2cccc(C)c2)cc1 | 1.07 | i

# In another format: results already given.
# Values in the order – Kir21 block	KCNQ2 inh
- COc1ccc2c3c1OC1CC(O)C=CC31CCN(C)C2 (stereo unspecified)
 : 1.09&1.65	i
- Cc1ccc(OC(=O)CCC(=O)Nc2ccc(Br)cc2)cc1
 : 0.57	i
- O=C(COC(=O)CCC(=O)c1ccc(Cl)cc1)NC1CC1
 : 0.64	i
- O=C1N=C(N2CCCCC2)S/C1=C\c1ccc(Br)cc1
 : 1.38	i
- Cc1nn(CC(=O)O)c(C)c1N
 : -0.49	i
- O=S(=O)(Nc1nc2ccccc2s1)c1cc(F)ccc1F
 : -0.49	i

# The list continues:
compound | Kir21 block | KCNQ2 inh
CC1=NN(C(N)=S)C(C)(C)C1 | -0.11 | i
CCc1cc2c3c(c1)C(C)CC(C)(C)N3C(=O)/C2=C1\SC(=O)NC1=O (stereo unspecified) | 0.42 | i
CC(=O)Nc1ccc(CN2CCC(Oc3ccc(C(=O)N4CCCC4)cc3)CC2)cc1 | 0 | i
Cn1c(=O)c2c(nc(N3CCOCC3)n2C)n(C)c1=O | 1.29 | i
COc1ccccc1-c1nc(NC(C)=O)n[nH]1 | 1.68 | i
COc1cc(/C=N/O)c(Br)cc1OCC(=O)Nc1ccccc1C | -1.37 | i
Cn1ccc(C(=O)Nc2ccc(Br)cc2Br)n1 | 0.62 | i
CN1CCN(CC(=O)Nc2sc3c(c2C(=O)Nc2ccccc2)CCCC3)CC1 | 0.01 | i
Nn1c(CSc2ccccn2)nc2ccccc2c1=O | -1.78 | i
CC(=O)Nc1ccc(S(=O)(=O)NCCC(=O)Nc2ccc(C)c(F)c2)cc1 | -0.11 | i
O=C(CN1CCC(C(=O)c2cccc(Cl)c2)CC1)Nc1cccc(C(=O)O)c1 | 2.3 | i
COc1ccc(-c2c(=O)n(OCc3ccccn3)c3ccccc3[n+]2[O-])cc1OC | 0.3 | i

# Screening results as filed in PubChem BioAssay.

# Compounds were not picked by outcome. Share with any hit: about 1.9%.
